DAX1 inh-1: inhibits human nuclear receptor DAX1; P51843; HEK293 Gal4-DAX1 luciferase reporter, luminescence; inhibition, % at 6.75 µM; 340,000 tested, 0.99% active; AID 504766;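 active means inhibition above the mean over all tested compounds plus 3 SD, cut at about 4.2% in these data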;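 further: 0% = DAX1-transfected cells with DMSO and 100% = empty-vector control cells with DMSO; inhibition shows as a rise in luminescence from relieved DAX1 repression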
SMARCA2 act: increases SMARCA2 function in MMTV reporter cells. MG213 cells, MMTV-luciferase reporter, dexamethasone, overnight. activation, % at 9.1 µM. 370,000 tested, 1% active; in the data active means activation above about 7.8%;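 further: 0% = vehicle wells and 100% = reference activator wells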
sPLA2-III inh: Blocks human group III sPLA2 activity. QFRET BODIPY PC-A2 liposome hydrolysis, fluorescence. Q9NZ20. inhibition, % at 12.2 µM. 370,000 tested, 0.56% active;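 active means inhibition above mean plus 3 SD of compounds lying within the high and low control bounds, cut at about 19% in these data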;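 further: 0% = median of test compound wells and 100% = no enzyme DMSO wells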
Target sequence (Q9NZ20 whole entry, looked up): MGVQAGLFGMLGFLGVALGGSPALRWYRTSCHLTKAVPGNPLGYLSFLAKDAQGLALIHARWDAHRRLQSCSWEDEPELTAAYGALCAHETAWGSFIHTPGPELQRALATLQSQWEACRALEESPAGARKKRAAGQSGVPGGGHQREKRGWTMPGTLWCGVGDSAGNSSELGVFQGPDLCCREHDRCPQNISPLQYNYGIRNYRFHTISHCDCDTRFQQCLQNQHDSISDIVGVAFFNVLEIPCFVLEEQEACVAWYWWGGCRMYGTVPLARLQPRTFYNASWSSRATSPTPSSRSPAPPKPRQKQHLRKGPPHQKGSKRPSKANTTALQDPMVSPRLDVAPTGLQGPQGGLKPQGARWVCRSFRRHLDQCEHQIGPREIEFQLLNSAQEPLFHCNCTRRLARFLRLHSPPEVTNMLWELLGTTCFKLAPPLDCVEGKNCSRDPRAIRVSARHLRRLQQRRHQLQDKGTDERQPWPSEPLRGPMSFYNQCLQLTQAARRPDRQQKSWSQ
ssDAF-12 act: S. stercoralis DAF-12 activation, primary screen; HEK293 ssDAF-12/GRIP1 lit1-tk-luc reporter, luminescence; % of 3 µM dafachronic acid response; activation, % at 6.8 µM; 370,000 tested, 1% active;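 active means activation above the mean over all tested compounds plus 3 SD, cut at about 0.9% in these data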;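 further: 0% = DMSO-only wells and 100% = 3 µM delta7-dafachronic acid wells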
Rev-erbA mod: modulates human Rev-erb alpha binding to DNA; P20393; Rev-erbα–FITC-DNA binding, fluorescence polarization, 90 min; activity, % at 10 µM; 370,000 tested, 0.79% active;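 active means activity above about 14%, limit read from the data; passing the limit was not always enough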;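 further: 0% = DMSO wells with 35 nM protein and 100% = DMSO wells with 750 nM protein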
Target sequence (P20393 whole entry, looked up): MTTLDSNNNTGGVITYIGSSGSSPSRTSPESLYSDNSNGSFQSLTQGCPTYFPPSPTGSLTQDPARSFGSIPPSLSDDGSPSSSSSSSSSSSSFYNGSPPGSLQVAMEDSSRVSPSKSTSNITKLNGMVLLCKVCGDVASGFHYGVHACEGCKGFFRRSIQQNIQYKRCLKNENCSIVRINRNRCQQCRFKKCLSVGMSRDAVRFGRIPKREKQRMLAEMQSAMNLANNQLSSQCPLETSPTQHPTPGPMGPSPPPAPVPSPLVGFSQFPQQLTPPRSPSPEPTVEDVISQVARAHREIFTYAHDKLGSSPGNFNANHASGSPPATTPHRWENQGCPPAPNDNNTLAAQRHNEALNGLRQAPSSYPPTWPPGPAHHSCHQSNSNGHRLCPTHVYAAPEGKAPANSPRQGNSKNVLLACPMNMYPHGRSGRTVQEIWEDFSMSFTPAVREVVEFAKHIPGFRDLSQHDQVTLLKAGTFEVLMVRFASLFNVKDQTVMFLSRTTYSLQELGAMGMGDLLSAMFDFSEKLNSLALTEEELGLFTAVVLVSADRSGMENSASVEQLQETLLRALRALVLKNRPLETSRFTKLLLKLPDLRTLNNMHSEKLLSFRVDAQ
DAX1 inh-2: blocks DAX1 repression of SF-1 activated StAR promoter. HEK293T StAR-luciferase reporter, SF-1/DAX-1 repression relief. inhibition, % at 6.8 µM. 370,000 tested, 1.1% active. AID 652010;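 active means inhibition above the mean over all tested compounds plus 3 SD, cut at about 3.6% in these data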;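 further: 0% = DAX-1 cells with DMSO and 100% = cells lacking DAX-1 with DMSO; higher inhibition means more luminescence from relief of DAX-1 repression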
PLC-beta3 inh: PLC-beta3 (human) inhibition, primary screen. Q01970. Purified PLC-beta3, fluorogenic substrate, fluorescence. inhibition, % at 12.2 µM. 370,000 tested, 0.18% active. AID 720704; in the data active means inhibition above about 11%;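 further: 0% = median of compound wells on plate and 100% = full blocker control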
hgDAF12 agonist: activates the H. glycines DAF-12 receptor ligand-binding domain. HEK293 GAL4-hgDAF12 UAS-luciferase reporter, agonist luminescence; normalized to butyrate control. activation, % at 6.8 µM. 370,000 tested, 1.8% active;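 active means activation above a cutoff set at the mean of all screened compounds plus 3 SD, cut at about 10% in these data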;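 further: 0% = DMSO wells and 100% = sodium butyrate wells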
hcDAF-12 act: H. contortus DAF-12 activation, primary screen. HEK293 hcDAF-12 lit1-tk-luc reporter, luminescence; 0% DMSO, 100% Δ7-dafachronic acid. activation, % at 6.8 µM. 370,000 tested, 1.4% active;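 active means activation above the mean of all tested compounds plus 3 SD, cut at about 5.5% in these data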;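 further: 100% = response to 3 µM Δ7-dafachronic acid high control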
PG9 Ab binder: small molecules binding HIV-1 gp120 antibody PG9; 360,000 tested, 0.43% active; TR-FRET gp120-PG9 antibody binding; inhibition, % at 6.7 µM; in the data active means inhibition above about 8.5%
FXN GAA850 act: activators of GAA850 frataxin (FXN) promoter; HEK293 lucGAA850 FXN promoter luciferase reporter, 24 h; percent of 10 µM SAHA response; activation, % at 6 µM; 360,000 tested, 0.56% active;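 active means activation above the average of all compounds screened plus 3 SD, cutoff fixed separately per campaign, cut at about 7.5% in these data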;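 further: 0% = DMSO wells and 100% = 10 µM SAHA wells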
An asterisk follows results filed as active; · = not tested or not shown.

SMILES	DAX1 inh-1	SMARCA2 act	sPLA2-III inh	ssDAF-12 act	Rev-erbA mod	DAX1 inh-2	PLC-beta3 inh	hgDAF12 agonist	hcDAF-12 act	PG9 Ab binder	FXN GAA850 act
Cc1c(NS(=O)(=O)c2cccc(C(=O)N3CCC(C)CC3)c2)c(=O)n(-c2ccccc2)n1C	0.6	-2	-9	-0.6	-6	-0.3	6	-3.8	-0.4	0.2	-1.1
Cc1cc(C)n(CCNC(=O)CC2C(=O)NCCN2Cc2ccccc2C(F)(F)F)n1 (configuration not stated)	0.4	-4	-6	-0.8	3	0.6	0	-2.2	0.7	-2.0	2.7
CN(C)S(=O)(=O)c1ccc(NC=O)cc1	0.8	-2	2	-0.2	2	1.8	2	2.8	0.9	1.0	-0.6
Cc1ccc(-n2c(C)nnc2SCC(=O)N2CCOCC2)cc1	0.9	-2	-2	-1.3	-4	-0.1	2	-1.5	-1.6	-1.5	3.0
Cc1ccccc1-c1cc2nc(NCCOc3ccccc3)n(C)c(=O)c2s1	·	-4	-1	-0.6	7	-0.1	0	2.4	2.4	-1.4	0.1
O=C(CSCc1cccc(Cl)c1)N/N=C/c1ccc(OCC(=O)N2CCCCC2)cc1	-1.7	-3	-23	-2.0	-5	-2.1	0	-2.1	-3.7	-0.8	-1.7
COc1cc(C(=O)OCc2ccc(C)cc2)cc(NC(=O)c2cccs2)c1OC	0.1	0	-2	-0.9	3	0.3	-1	0.1	4.9	0.2	-0.1
CC1(C)CC(=O)C2=C(C1)N(Cc1ccco1)C(=O)C2(NC(=O)c1cccnc1)C(F)(F)F (configuration not stated)	0.0	-4	1	-1.1	0	-0.8	4	1.6	-1.1	2.1	-2.1
CNC(=O)COC(=O)c1ccc(NC(=O)CC#N)cc1	1.0	1	-8	-0.9	4	0.4	-3	-2.9	-1.5	-1.3	0.7
CCOc1ccccc1NC(=O)/C(C#N)=C/c1cccnc1	0.6	-3	-26	-0.1	5	1.1	-12	2.5	4.0	-0.6	-0.7
Cc1ccc(N2C(=O)CC(Sc3ncccc3C(=O)O)C2=O)cc1 (configuration not stated)	1.2	-1	3	-1.0	-9	-0.5	2	4.2	-0.1	-1.4	0.8
C=CCOC(=O)C1=C(C)NC(=O)NC1c1cc2c(cc1Br)OCO2 (configuration not stated)	0.0	-4	-1	-1.3	1	0.1	-6	-2.3	-0.6	0.5	-0.8
CCN1C[C@@H]2[C@@H]3C(=O)N(C)C(=O)[C@@H]3[C@](Cc3ccccc3)(C1=O)N2C(=O)c1ccc(F)cc1	-0.8	1	-1	-1.2	0	0.2	2	-0.2	-2.5	-1.1	-0.8
O=C1OC/C(=C(/O)c2ccc(Cl)cc2)C1=O	-0.8	-1	-12	-1.1	7	0.0	-6	0.4	-1.4	0.1	0.1
COc1ccc(OC)c(C(C)NC(=O)Nc2ccccc2)c1 (configuration not stated)	0.4	-3	4	-1.3	3	-0.4	0	-2.5	-2.2	-0.5	-0.1
CC(C)=CCC/C(C)=C/C(N)=O	0.9	-2	0	-1.0	6	0.1	-3	0.6	-0.3	1.7	0.8
CCCOc1ccc(C(=O)CCC(=O)OCC(=O)Nc2ccc(OCC)cc2)cc1	·	-2	-7	-1.6	-2	0.1	-2	2.1	0.3	-1.9	·
Cc1cc(C)c(C(N)=O)c(Nc2ccc3c(c2)OCCO3)n1	0.1	-4	5	-1.0	-2	-0.4	8	2.2	-1.3	0.0	-1.0
CCCCCCCCC(c1nc2ccccc2[nH]1)N1CCN=C1c1cc2ccccc2[nH]1 (configuration not stated)	·	-2	-1	-0.6	-3	1.1	-2	0.1	3.5	-2.8	·
Cc1ccc(OCc2nnc(SCC(=O)c3ccccc3)n2-c2ccccc2)cc1	-1.1	-3	-56	-1.7	-3	-0.8	5	-2.8	-1.3	-2.8	-0.5
O=C(CN1C(=O)NC2(CCCCCC2)C1=O)NCc1cccs1	0.7	-2	0	-1.2	3	-0.4	1	0.8	-0.6	-3.1	1.8
O=C(c1ccc([N+](=O)[O-])cc1)N1CCC(n2nnc3cc(F)ccc32)CC1	2.0	-1	-2	-1.2	-6	0.1	1	-1.1	1.8	-0.1	-0.3
CC(C)OCCCNC(=O)c1cc(S(=O)(=O)N2CCCCC2)c[nH]1	1.0	-2	6	-0.7	-3	-1.3	1	0.5	0.6	0.3	0.3
CCn1c(CNC(=O)COC)nc2ccccc21	0.7	-1	6	-0.4	5	-0.7	-2	1.7	-0.6	0.4	-1.8
COc1cccc(NC(=O)CN2CCN(C(=O)c3ccco3)CC2)c1	0.9	-2	7	-0.9	-2	0.4	-3	-0.4	-0.3	0.3	-0.3
(next part)
SMILES	DAX1 inh-1	SMARCA2 act	sPLA2-III inh	ssDAF-12 act	Rev-erbA mod	DAX1 inh-2	PLC-beta3 inh	hgDAF12 agonist	hcDAF-12 act	PG9 Ab binder	FXN GAA850 act
O=C(CCc1c[nH]c2ccccc12)NC1CC1	2.6	-6	2	-1.2	6	1.1	0	1.1	-0.4	-1.3	-0.6
COc1ccc(C(=O)NNC(=O)C(Cc2ccc(O)cc2)NC(=O)c2ccccc2NC(=O)c2ccc(OC)cc2)cc1 (configuration not stated)	0.9	0	-21	-1.4	45*	-0.9	-3	-3.0	-2.8	-0.6	-2.2
COCCN(Cc1cc2ccccc2[nH]c1=O)C(=O)c1ccccc1OC	-0.7	0	2	-0.2	-5	-0.2	-4	3.2	3.9	1.0	-1.7
CCOC(=O)c1cc2c(s1)-c1ccccc1CC2	2.5	6	7	0.8	-6	2.0	-24	4.8	6.4*	-0.7	2.4
Cc1ccc(C)c(CNS(=O)(=O)c2c(C)[nH]c(C)c2C(=O)N2CCCCC2)c1	0.4	-1	1	-1.4	-6	0.8	-6	-0.4	-1.9	1.3	-1.5
O=S(=O)(c1ccc(-c2nnc(SCc3ccccc3)o2)cc1)N1CCCC1	-0.3	4	-2	-0.9	4	0.4	5	-0.4	-1.6	-0.1	-2.4
C/C=C(/C)C(=O)O[C@@H]1c2c(ccc3ccc(=O)oc23)O[C@@H]1C(C)(C)OC(=O)/C(C)=C\C	-0.1	2	-2	-1.6	4	-0.5	-2	0.6	-0.9	-2.1	-1.0
CCOC(=O)Cn1nc(/C=C/c2ccc(OC)cc2)ccc1=O	-0.7	-2	-11	-0.9	-6	-0.6	-290	-0.9	-1.4	-2.9	0.9
Cc1ccc(C)c(NC(=O)CSc2nnc(CNC(=O)c3cccs3)o2)c1	-1.8	0	9	-0.4	-2	-0.9	-2	-2.7	1.6	-1.5	2.8
CCOC(=O)C1CCN(C(=O)C2(NC(=O)NC3CCCCC3)CCCCC2)CC1	-0.2	0	10	-1.4	-2	-0.1	-3	0.4	-1.5	-2.2	3.7
COc1cc(C(=O)N(Cc2cc3cc(C)ccc3[nH]c2=O)CC2CCCO2)cc(OC)c1OC (configuration not stated)	0.4	-5	5	-0.3	0	0.0	-2	1.1	0.5	0.2	0.9
Cc1nc(NC(=O)/C=C/c2ccco2)sc1C	3.3	10*	-3	-0.8	-3	1.8	-7	13*	1.3	-2.0	0.6
CCOC(=O)c1cc(-c2ccccc2)n[nH]1	-1.1	-4	-4	-1.4	-1	0.1	0	0.6	-1.5	-0.9	0.5
Cc1cc(C)cc(N2C(=O)C=CC2=O)c1	-0.5	0	-2	-1.6	-11	1.5	-4	-0.8	1.3	-1.2	-2.0
Brc1ccccc1/C=N/Nc1nc2ccccc2o1	-0.1	2	-2	-0.3	-5	0.3	-13	8.2	3.0	-0.7	7.2
C[C@@H]1CN(C(=O)c2nc3ccc(Cl)cn3c2CNCC[C@@H]2C[C@@H]3C=C[C@H]2C3)C[C@H](C)O1	-0.5	-2	-1	-1.6	6	-0.2	0	-1.6	1.4	-1.4	-2.8
Cc1ccc(/C=N/N(C)S(=O)(=O)c2ccc(C)cc2)cc1	0.1	1	-8	-1.9	2	-0.4	-4	-0.4	-1.3	-3.1	-0.9
Cc1ccc(N2C(=O)N(C(C)C)C(C)(C)CC2(C)O)cc1 (configuration not stated)	-1.2	-3	-2	-1.0	-2	-0.2	-2	1.3	-1.1	-0.8	-1.0
Cc1ccc(OCc2nnc(SCc3cc(=O)[nH]c4ccccc34)o2)cc1	-1.3	-5	-6	-0.6	4	0.8	3	1.9	-1.6	-1.2	0.7
CCc1nnc(NC(=O)CSc2nnc(-c3cc4ccccc4cc3O)n2CC)s1	-0.8	-4	-40	-0.7	-2	-0.5	-44	-0.8	-2.0	-1.6	-2.8
CCCCCOCC(O)CCC(=O)NN (configuration not stated)	-0.4	-2	12	-0.3	0	-0.2	1	-2.5	-0.8	0.7	-0.2
CCOC(=O)C1CCN(C(=O)c2cccnc2Oc2ccccc2)CC1	1.1	4	1	-0.7	-5	0.6	-2	0.5	0.9	-0.2	0.6
Cc1ccc(C(=O)NC2CCN(S(=O)(=O)c3ccc(F)cc3)CC2)cc1	1.3	0	2	-1.4	7	0.2	-4	0.9	-1.9	-0.9	2.3
Cc1cc(C)cc(-n2ncc3c2CCCC3NC(=O)CN2CCCC2=O)c1 (configuration not stated)	-0.4	-1	-1	-0.6	-5	0.2	-7	-1.1	0.6	-1.2	2.0
COc1cccc(CNC(=O)C2=Cc3cccc(OC)c3OC2)c1	2.2	-4	-2	0.7	-2	0.0	1	0.7	-1.5	-3.5	0.7

Entries from the list above that have bromine (2):
SMILES	DAX1 inh-1	SMARCA2 act	sPLA2-III inh	ssDAF-12 act	Rev-erbA mod	DAX1 inh-2	PLC-beta3 inh	hgDAF12 agonist	hcDAF-12 act	PG9 Ab binder	FXN GAA850 act
C=CCOC(=O)C1=C(C)NC(=O)NC1c1cc2c(cc1Br)OCO2 (configuration not stated)	0.0	-4	-1	-1.3	1	0.1	-6	-2.3	-0.6	0.5	-0.8
Brc1ccccc1/C=N/Nc1nc2ccccc2o1	-0.1	2	-2	-0.3	-5	0.3	-13	8.2	3.0	-0.7	7.2

(listing goes on)
SMILES	DAX1 inh-1	SMARCA2 act	sPLA2-III inh	ssDAF-12 act	Rev-erbA mod	DAX1 inh-2	PLC-beta3 inh	hgDAF12 agonist	hcDAF-12 act	PG9 Ab binder	FXN GAA850 act
Cc1csc(NC(=S)NC(=O)c2ccccc2)n1	2.9	4	21*	0.2	-6	1.4	1	16*	4.8	-1.7	5.9
COc1cc(F)ccc1-c1cc(C(=O)Nc2cc(OC)c(OC)c(OC)c2)[nH]n1	·	0	-2	-1.2	3	-1.8	1	0.6	-1.6	0.1	-0.3
C=CCOc1ccc(/C=C2\SC(=S)N(C(C(=O)O)c3ccccc3)C2=O)cc1 (configuration not stated)	0.1	6	-8	-2.0	-16	1.0	-6	1.1	0.1	-1.8	2.1
c1ccc(N2CCN(Cc3nc4ccccc4[nH]3)CC2)nc1	-0.3	-3	-1	0.2	-4	0.0	-12	-0.6	2.4	-1.6	-0.6
COCCn1c(-c2cccc([N+](=O)[O-])c2)nc2c1c(=O)[nH]c(=O)n2Cc1ccccc1	-2.3	-2	6	-0.9	-4	-0.3	-1	-1.8	-2.2	1.3	4.1
Cc1ccc(N2C(N)=NC(N)=NC23CCCC3)c(C)c1	0.2	3	2	-1.0	-2	0.1	1	0.4	-1.9	-3.5	-2.5
C=CCc1cc(C=O)cc(OC)c1OCc1c(Cl)cccc1Cl	0.6	0	1	-0.4	9	-1.0	-4	-1.2	-1.8	2.3	2.0
COc1ccc(CN2CCNC(=O)C2CC(=O)N(C)C2CCOCC2)cc1OC (configuration not stated)	0.4	-1	9	-0.5	-4	1.1	-6	-2.0	-0.1	-0.9	0.6

Source: PubChem BioAssay (several laboratories)
